BRCT inh red: qHTS Assay for Inhibitors of BRCT-Phosphoprotein Interaction (Red Fluorophore); BRCT-phosphopeptide binding, red fluorescence polarization; Potency, µM (series often up to 76.9 µM), for inactives: at the highest dose activity change, negative = inhibition, hits mostly inhibitors; 0.03% of 75,000 active; note: % is set by controls: 0 for no effect and ±100 for the full control effect
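Rhodamine-labelled pBACH1 10-mer (100 nM) bound to BRCT domain (100 nM) at pH 7.3; compounds incubated 12 min room temperature, polarization read. Free peptide defines full inhibition; unlabelled decapeptide titrated as control.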
A350 autofl: qHTS Assay for Spectroscopic Profiling in A350 Spectral Region; Compound autofluorescence, 340/450 nm, Alexa 350 dye-equivalents; active compounds read high; max dye-equivalent concentration, M; 11% of 59,000 active; in the data active = max dye-equivalent concentration above about 10 nM; inconclusive = mostly about 1.1 nM to 9.6 nM
USP2a inhib: qHTS Assay for Inhibitors of Ubiquitin-specific Protease USP2a; USP2a enzymatic assay, qHTS inhibition; Ubiquitin carboxyl-terminal hydrolase 2 (Homo sapiens), O75604; 0.1% of 60,000 active; Potency, µM (top dose mostly 38.3 µM), without a hit: at the top dose activity change, negative = inhibition, hits mostly inhibitors;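 note: potency is the fitted concentration of half-maximal effect; nearly all actives have a fitted effect of over 60% in size; plate controls were DMSO for no effect and NEM full inhibition control for full effect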
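20 nM USP2 core + cpd, 30 min RT; add 20 nM Ub-PLA2/20 uM NBD C6-HPC; read Ex460/Em535 at 0 h and 2.5 h. Normalized to NEM; qHTS curve fit/classification.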
HEK293 cAMP ctrl: qHTS Assay for Agonists of the Thyroid Stimulating Hormone Receptor: Activators of Intracellular cAMP Concentrations in Parental HEK 293. parental HEK293 CNG cAMP sensor, membrane potential fluorescence. Potency, µM (highest dose often 57.1 µM), without a hit: at the highest dose activation, usual class: activators. 2.5% of 73,000 active. AID 938, 2007; note: potency is the fitted concentration of half-maximal effect; % of control where 0% means no effect; nearly all actives have a fitted effect of over 55% in size
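Parental HEK 293 cells stably expressing a modified CNG channel (no TSHR) report cAMP rise as membrane depolarization. Membrane potential dye with 100 uM RO 20-1724 was loaded for 60 min at room temperature, then compound added for 30 min; fluorescence read at 590 nm.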
BRCT PPI green: qHTS Assay for Inhibitors of BRCT-Phosphoprotein Interaction (Green Fluorophore); Breast cancer type 1 susceptibility protein (Homo sapiens), P38398; BRCA1 BRCT-phosphopeptide binding, green fluorescence polarization; Potency, µM (doses to about 76.9 µM), for the others: top-dose activity change, negative = inhibition, usual class: inhibitors; 0.05% of 75,000 active; AID 875, 2007;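 note: potency is the fitted concentration of half-maximal effect; plate controls were peptide without protein for full effect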
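Fluorescence polarization: His-tagged BRCT (~35 kDa BRCA1 C-terminus, 250 nM) bound to 100 nM fluorescein-labeled phosphorylated 10-aa BACH1 peptide, pH 7.3 phosphate buffer with DTT and Tween 20. Compounds incubated 12 min at room temperature; inhibition read as lowered polarization.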
CRE Fsk mod: Cell signaling CRE-BLA (Fsk stim); CHO CRE-bla reporter (cAMP response element driving beta-lactamase), forskolin EC10, beta-lactamase ratio; Potency, µM (series often up to 38.2 µM), for inactives: at the highest dose activity change, negative = inhibition, actives largely listed as activators; 2.5% of 71,000 active; AID 662, 2007; active = well fitted activation curve with a large enough effect in the signal ratio, with a control signal flat, not every such curve was filed as active; inconclusive = small, poorly fitted or top-dose-only effect, or effect the other way, or a change in a side signal; the % refers to the signal ratio; note: potency is the fitted concentration of half-maximal effect; % of control where 0% means no effect
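CRE-bla CHO cells stimulated with EC10 NKH 477 (water-soluble forskolin) and compound titrations, 3 h at 37C; beta-lactamase read with CCF4 after 2 h at room temperature. Activity from 460/530 nm emission ratio, AC50 values for positive or negative modulation.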
FLuc inh: qHTS Assay for Inhibitors of Firefly Luciferase | Potency, µM (top dose mostly 57.1 µM), inactives show at the top dose activity change, negative = inhibition, hits mostly inhibitors | 2.2% of 72,000 active | AID 411, 2009 | purified firefly luciferase, luminescence, 8 min | Luciferin 4-monooxygenase (Photinus pyralis), P08659; note: potency is the fitted concentration of half-maximal effect; % is set by controls: 0 for no effect and ±100 for the full control effect; nearly all actives have a fitted effect of over 40% in size
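Titration-based qHTS; buffer 50 mM imidazole pH 7.2, 50 mM KCl, 7 mM MgCl2, 10 uM ATP, 0.01% Tween 20, 0.05% BSA; luciferase/luciferin detector mix added after compound; 8 min, ambient; luminescence.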
Tau filament bind: qHTS Assay for Tau Filament Binding. Microtubule-associated protein tau (Homo sapiens), P10636. recombinant tau filaments, thioflavin S fluorescence, 15 h; filaments grown with octadecylsulfate alongside compound. Potency, µM (highest dose often 57.1 µM), for inactives: at the highest dose activity change, negative = inhibition. 2% of 71,000 active;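 note: potency is the fitted concentration of half-maximal effect; % is set by controls: 0 for no effect and ±100 for the full control effect; actives lower thioflavin S fluorescence by blocking filaments or displacing dye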
Target sequence (P10636 whole entry, looked up): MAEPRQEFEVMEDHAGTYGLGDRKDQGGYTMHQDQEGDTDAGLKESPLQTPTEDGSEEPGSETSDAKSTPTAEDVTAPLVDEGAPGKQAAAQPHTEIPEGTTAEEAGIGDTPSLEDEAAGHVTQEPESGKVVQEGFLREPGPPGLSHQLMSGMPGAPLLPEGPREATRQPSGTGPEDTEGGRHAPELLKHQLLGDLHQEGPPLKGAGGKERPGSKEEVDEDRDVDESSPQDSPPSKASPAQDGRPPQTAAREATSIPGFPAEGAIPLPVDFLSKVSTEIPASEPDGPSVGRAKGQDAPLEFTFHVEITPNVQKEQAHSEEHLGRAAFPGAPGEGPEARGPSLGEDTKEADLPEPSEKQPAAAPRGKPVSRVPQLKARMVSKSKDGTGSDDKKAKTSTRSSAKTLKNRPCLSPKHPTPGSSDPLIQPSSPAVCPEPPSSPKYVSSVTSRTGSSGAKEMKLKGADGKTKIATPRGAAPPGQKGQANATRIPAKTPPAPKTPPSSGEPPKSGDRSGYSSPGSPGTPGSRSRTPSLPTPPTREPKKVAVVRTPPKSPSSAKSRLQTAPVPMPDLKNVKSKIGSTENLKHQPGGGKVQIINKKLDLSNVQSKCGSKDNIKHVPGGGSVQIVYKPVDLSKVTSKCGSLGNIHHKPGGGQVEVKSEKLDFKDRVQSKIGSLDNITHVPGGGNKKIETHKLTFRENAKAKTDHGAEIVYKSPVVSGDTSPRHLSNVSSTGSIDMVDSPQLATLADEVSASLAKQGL
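His-tagged recombinant human tau (exons 2, 3, 10; 1 uM final) fibrillized with 30 uM sodium octadecylsulfate, 15 h at 37 C, in pH 7.4 HEPES buffer with 10 uM thioflavine S and 5 mM DTT. Reduced ThS fluorescence (450/510 nm) marks activity.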
ERK AVP block: qHTS Assay for Inhibitors of the ERK Signaling Pathway using a Homogeneous Screening Assay; 0.99% of 72,000 active; Potency, µM (series often up to 57.5 µM), for inactives: at the highest dose activity, negative = inhibition, usual class: inhibitors; AID 995, 2007; HEK293-V1b, vasopressin-stimulated pERK AlphaScreen; note: potency is the fitted concentration of half-maximal effect; % is set by controls: 0 for no effect and ±100 for the full control effect; nearly all actives have a fitted effect of over 55% in size
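HEK293 cells stably expressing V1b receptor, preincubated 30 min at 37 °C with compound, then stimulated 5 min with 25 nM vasopressin. Phospho-ERK by AlphaScreen SureFire after 5 h RT; normalized to DMSO and vasopressin; AC50 by Hill fit.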
Casp7 inh: qHTS Assay for Allosteric/Competitive Inhibitors of Caspase-7 | P55210 | recombinant caspase-7, Ac-DEVD-AFC fluorescence rate | Potency, µM (top dose mostly 57.5 µM), without a hit: at the top dose activity change, negative = inhibition, actives largely listed as inhibitors | 0.02% of 75,000 active | AID 889, 2007; active = well fitted inhibition curve with a large enough effect in the main read-out, with a control signal flat, not every such curve was filed as active; inconclusive = small, poorly fitted or top-dose-only effect, or a change in a side signal; note: potency is the fitted concentration of half-maximal effect; % of control where 0% means no effect
Target sequence (P55210 24-198 limits assumed): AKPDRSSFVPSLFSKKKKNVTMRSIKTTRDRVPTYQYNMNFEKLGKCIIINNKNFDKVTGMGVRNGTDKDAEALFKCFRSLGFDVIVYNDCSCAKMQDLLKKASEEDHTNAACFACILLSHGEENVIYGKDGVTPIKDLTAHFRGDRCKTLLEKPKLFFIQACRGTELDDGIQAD
Target sequence (P55210 207-303 limits assumed): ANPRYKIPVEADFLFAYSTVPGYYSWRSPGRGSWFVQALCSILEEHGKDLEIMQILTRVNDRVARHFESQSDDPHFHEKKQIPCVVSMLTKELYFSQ
Casp1 inh: qHTS Assay for Allosteric/Competitive Inhibitors of Caspase-1; AID 900, 2007; 0.03% of 75,000 active; Potency, µM (highest dose often 57.5 µM), for inactives: at the top dose activity change, negative = inhibition, hits mostly inhibitors; P29466; Caspase-1 enzyme, Ac-WEHD-AFC fluorogenic rate;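 note: potency is the fitted concentration of half-maximal effect; plate controls were vehicle for no effect and no substrate for full effect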
* marks the source's active call; other numbers are inactive results; i = inactive; u = inconclusive; x = no result given; [ ] = another dose, or the depositor's remark. Unless noted, calls come from the whole dose curve; as a rule, active = well fitted curve in the direction sought with a large enough effect; inconclusive = small, poorly fitted or top-dose-only effect, or another doubt; inactive = no such curve, though single readings can be large; an effect the other way counts as inactive or inconclusive.

no. | molecule | Casp7 inh | Casp1 inh | BRCT inh red | CRE Fsk mod | ERK AVP block | BRCT PPI green | HEK293 cAMP ctrl | Tau filament bind | USP2a inhib | A350 autofl | FLuc inh
1 | COc1ccc(F)cc1S(=O)(=O)NC1CCCCCC1 | 1% | 0% | -1.6% | -15% | -2% | -0.5% | 4% | -9% | 3% | i | 1%
2 | COc1cccc(-c2cncnc2NCCc2cnc[nH]2)c1 | 0% | 1% | -1.2% | -25% | 0% | 0.9% | 5% | -1% | -11% | i | 1%[2.29 µM]
3 | COc1ccc(-c2nc3cnc(N4CCOCC4)nc3n(C)c2=O)cc1 | -2% | 3% | -0.2% | u | -23% | -0.1% | 17% | 96% | 12% | u | -1%[11.4 µM]
4 | COC(=O)[C@@H]1C[C@@]2(O)[C@@H](O)[C@@H](O)[C@@H](O)C[C@H]2N1Cc1ccc(C(C)(C)C)cc1 | 0% | -2% | 0.3% | x | -9% | -1.5% | x | x | x | x | x
5 | N#CC(C(=O)NC1CCCCC1)c1nc2ccccc2nc1N1CCCCC1 (stereo unspecified) | -5% | -7% | 0.2% | -2% | 4% | -8.6% | 5% | 25% | -3% | 1.5e-08M* | 1%
6 | CCCC[C@@H]1C[C@H]1C(NC(=O)c1cccnc1)c1ccc(Cl)cc1 (stereo partly specified) | -4% | -4% | -3.0% | -8% | u | 1.5% | 25µM* | 2% | x | x | x
7 | C=CCn1c(Cc2cccs2)nnc1SCC(=O)c1ccc(F)cc1 | -1% | -1% | -1.0% | -30% | 0% | -1.3% | 26% | 4% | 16% | i | -5%
8 | Cc1ccc(S(=O)(=O)N2CCCN(S(=O)(=O)C3CCS(=O)(=O)C3)CC2)cc1 (stereo unspecified) | 1% | -1% | -1.5% | -1% | 5% | -0.9% | 6% | 3% | 12% | i | 0%
9 | Cc1ccnc(N2CCN(C(=O)CSc3nc4ccccc4nc3N3CCCCC3)CC2)c1 | -18% | -16% | -0.6% | 26% | 26% | -2.2% | u | 12% | 7% | 2.8e-08M* | 0%
10 | N#Cc1c(N)n(C2CCCCC2)c2nc3ccccc3nc12 | -1% | -3% | -1.9% | u | u | -0.3% | 8% | -6% | -5% | i | 1%
11 | COCCNc1ncnc2ccc(-c3ccccc3CN(C)C)cc12 | -1% | -3% | 0.6% | 2% | -8% | -3.4% | 4% | 4% | -5% | i | 0%[2.29 µM]
12 | O=C(COc1ccc(S(=O)(=O)N2CCCC2)cc1Cl)NCc1ccco1 | -2% | -1% | -0.8% | -22% | -27% | -0.9% | 3% | -4% | 13% | i | 4%
13 | O=C(NCCN1CCOCC1)Nc1ccc(Cl)cc1 | -1% | 0% | -2.4% | 0% | -18% | -2.5% | 1% | -6% | -7% | i | 0%
14 | CC(=O)OC1CC2C(C)(C)C(=O)C3OC3[C@]2(C)C2CC[C@@]3(C)C(c4ccoc4)OC(=O)C4OC43[C@]12C (stereo partly specified) | -6% | -3% | 0.0% | x | 5% | -0.4%[3.08 µM] | x | x | 24% | x | x
15 | Cc1ccc2[nH]c(=O)c(CN(CCCO)S(=O)(=O)c3cccc4nsnc34)cc2c1 | 1% | -1% | -0.5% | u | -18% | -1.3% | -7% | u | x | i | 0%
16 | O=C1c2ccccc2C(=O)N1CCCSc1ccccc1 | 1%[11.5 µM] | -2%[11.5 µM] | -0.8%[15.4 µM] | u | -7%[11.5 µM] | -2.1%[15.4 µM] | 5%[11.4 µM] | -2%[11.4 µM] | x | i | 5%[11.4 µM]
17 | Cc1ccc2c(c1)CC[C@H]1CC(=O)CC[C@@]21C | -1% | -3% | 0.5% | x | -4% | 2.4%[3.08 µM] | x | x | 3% | x | x
18 | CC(CCc1ccccc1)NC(=O)c1cccnc1 (stereo unspecified) | 1% | 0% | 0.3% | -3% | -10% | 0.0% | 12% | -2% | -3% | i | -2%
19 | Cc1ccc(C)c2[nH]c(=O)c(CCNC(=O)c3ccc(S(=O)(=O)N(C)C)cc3)cc12 | 1% | -3% | -1.1% | u | x | 0.1% | -5% | 21% | x | x | 2%
20 | N#Cc1c(/N=C/N2CCOCC2)sc2c1CCCCC2 | 2% | -2% | -0.6% | 20% | -19% | -2.6% | 3% | 2% | 5% | x | 13µM*
21 | O=C(N/N=C1/C[C@@H](O)[C@@H](O)[C@@H]2[C@@H]3C(=O)N(C4CCCCC4)C(=O)[C@H]3CC[C@@H]12)OCc1ccccc1 | -1%[11.5 µM] | -1%[11.5 µM] | -1.3%[15.4 µM] | x | -4%[11.5 µM] | 0.1%[15.4 µM] | -3%[11.4 µM] | x | x | x | 3%[11.4 µM]
22 | COC(=O)c1cccc(CSc2nnc(-c3ccco3)n2-c2ccccc2)c1 | -4% | -1% | -1.1% | u | 4% | 2.0% | 20µM* | 22% | 0% | i | 0%
23 | CCOC(=O)N1CCC(NS(=O)(=O)c2ccc3c(c2)oc(=O)n3C)CC1 | -1% | 0% | -0.3% | -5% | -1% | 4.0% | 8% | -2% | 5% | i | 0%
24 | CC(=O)OCC(CCn1cnc2cnc(N)nc21)COC(C)=O | 2% | 0% | 1.0% | x | 12% | -0.2%[3.08 µM] | x | x | -6% | x | x
25 | COc1ccc(OC)c(C2=Nn3c(nnc3-c3cc(OC)c(OC)c(OC)c3)SC2)c1 | -1% | -4% | 0.3% | u | 3% | 0.5% | 4% | 12% | -5% | i | 1%
26 | CCC1(C)Nc2ccccc2C(=O)N1O (stereo unspecified) | 1% | 0% | 0.8% | -2% | 26% | -1.7% | 7% | -6% | 0% | 1.9e-08M* | 3%
27 | Cc1nnc(SCC(=O)Nc2nccs2)s1 | 1% | -1% | -0.9% | -7% | -4% | -0.4% | 2% | -3% | 0% | i | 3%
28 | CCN=C1SC(C(N)=O)CC(=O)N1CC (stereo unspecified) | 0% | 0% | -0.1% | 8% | 13% | -0.4% | 6% | 5% | 11% | i | 2%
29 | Cc1ccccc1-n1nc(C(=O)O)c(C)c(C#N)c1=O | -1% | 2% | -5.1% | -4% | 8% | -2.6% | 5% | 4% | -12% | 1.1e-08M* | 0%
30 | CCOc1cc(N2CCOCC2)c(OCC)cc1NC(=O)C(NC(=O)c1ccco1)C(C)C (stereo unspecified) | -2% | 1% | 0.6% | 1% | -19% | -1.8% | 6% | -17% | 11% | i | 1%
31 | Cc1ccc2nc(C3CCN(CC(=O)N4CCCCCC4)CC3)[nH]c2c1 | -3% | 0% | 1.0% | -8% | -3% | 0.6% | 18% | -11% | x | i | 0%
32 | CN(c1ccccc1)S(=O)(=O)c1ccc(C(=O)OCC(=O)NCc2ccco2)cc1 | -3% | 2% | -0.2% | -4% | 10% | 0.8% | -1% | 0% | 24% | i | 0%

Copied from the listing for reference:
no. | molecule | Casp7 inh | Casp1 inh | BRCT inh red | CRE Fsk mod | ERK AVP block | BRCT PPI green | HEK293 cAMP ctrl | Tau filament bind | USP2a inhib | A350 autofl | FLuc inh
1 | COc1ccc(F)cc1S(=O)(=O)NC1CCCCCC1 | 1% | 0% | -1.6% | -15% | -2% | -0.5% | 4% | -9% | 3% | i | 1%
2 | COc1cccc(-c2cncnc2NCCc2cnc[nH]2)c1 | 0% | 1% | -1.2% | -25% | 0% | 0.9% | 5% | -1% | -11% | i | 1%[2.29 µM]
3 | COc1ccc(-c2nc3cnc(N4CCOCC4)nc3n(C)c2=O)cc1 | -2% | 3% | -0.2% | u | -23% | -0.1% | 17% | 96% | 12% | u | -1%[11.4 µM]
4 | COC(=O)[C@@H]1C[C@@]2(O)[C@@H](O)[C@@H](O)[C@@H](O)C[C@H]2N1Cc1ccc(C(C)(C)C)cc1 | 0% | -2% | 0.3% | x | -9% | -1.5% | x | x | x | x | x

Assay outcomes (PubChem BioAssay)
